D1 antagonist – human D1 dopamine receptor antagonism. HEK293 TREx D1 cells, calcium flux, dopamine EC80; active compounds read low. activity change, negative = inhibition, % at 10 µM. actives 3.2% (n = 360,000). P21728; in the data active means activity change below about -30%; further: on the % scale 0 is the no-effect control and ±100 the full control effect
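Calcium flux readout: force-coupled, inducible Hek293 Trex D1 line, cells induced overnight at 30 C with tetracycline, dye-loaded 30–90 min at RT. Antagonism scored against EC80 dopamine challenge given 180 s after compound.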
RXFP1 ag – activates the human relaxin receptor RXFP1 | Q9HBX9 | HEK293T-RXFP1 cAMP TR-FRET, 30 min; response scale: percent of porcine relaxin response, buffer zero | Potency, µM (doses to about 57.5 µM), for the others: at the top dose activation, actives largely listed as activators | actives 0.3% (n = 370,000); further: potency means the concentration at half of the fitted maximal effect; on the % scale 0 is the no-effect control and ±100 the full control effect; nearly all actives have a fitted effect of over 60% in size; many of its hits are not listed in these tables
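HEK293T cells stably expressing RXFP1 were pretreated with the PDE4 inhibitor Ro 20174, exposed to compounds for 30 min at 37C, lysed, and cAMP was read by TR-FRET. Data normalized to buffer (basal) and 29 nM porcine relaxin (100%).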
D2 PAM – D2 dopamine receptor (human) potentiation; actives 0.34% (n = 340,000); AID 485347; HEK293 T-REx D2, calcium flux, EC20 dopamine potentiation; P14416; potentiation, % at 10 µM;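 active means potentiation over 3 SD above the plate norm, cut at about 30% in these data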; further: 0% is about no effect
Target sequence (P14416 whole entry, looked up): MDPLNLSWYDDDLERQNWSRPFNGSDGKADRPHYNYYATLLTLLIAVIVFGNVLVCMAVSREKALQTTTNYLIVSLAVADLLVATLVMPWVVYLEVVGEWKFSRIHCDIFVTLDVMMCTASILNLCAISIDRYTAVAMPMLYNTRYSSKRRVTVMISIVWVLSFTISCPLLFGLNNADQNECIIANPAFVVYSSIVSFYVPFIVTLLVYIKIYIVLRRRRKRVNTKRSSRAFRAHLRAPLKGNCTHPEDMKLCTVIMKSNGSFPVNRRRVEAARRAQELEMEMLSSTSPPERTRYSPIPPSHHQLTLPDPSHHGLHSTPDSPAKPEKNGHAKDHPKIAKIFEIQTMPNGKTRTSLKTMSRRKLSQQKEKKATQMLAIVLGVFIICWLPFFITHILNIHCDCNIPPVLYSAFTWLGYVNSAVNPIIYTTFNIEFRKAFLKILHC
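Calcium flux readout, no-wash dye, 1 read/s. Inducible HEK293 Trex D2 line, overnight 30 C. Compound alone 180 s (agonist flags), then EC20 dopamine, another 180 s to score potentiation.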
GRP78 ERSR act – ER stress response induction in glioma | U87-MG GRP78 promoter luciferase reporter, 16 h | Potency, µM, for inactives: at the top dose activation, actives largely listed as activators | actives 0.02% (n = 420,000) | AID 602332; further: potency means the concentration at half of the fitted maximal effect; series mostly up to about 76 µM; % of control where 0% means no effect; nearly all actives have a fitted effect of over 35% in size
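Stably transfected U87-MG glioma cells carrying a GRP78-based luciferase sensor; 16 h compound incubation. Luminescence end-point read 10 min after Bright-Glo addition at room temperature.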
LDHA inh – blocks human lactate dehydrogenase A. P00338. purified LDHA, NADH/diaphorase-resazurin fluorescence; active compounds read low. activity change, % (values are at about 110 or 230 µM). actives 0.15% (n = 480,000). AID 1347041; in the data active means activity change below about -30%; inconclusive means mostly about -25% to -30%;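 further: plate controls were DMSO wells for no effect and wells without enzyme for full effect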
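Remaining NADH was detected by diaphorase (0.133 mg/mL) converting 37 µM resazurin to fluorescent resorufin, read at 0 and 20 minutes. The preceding 5-minute room-temperature reaction used 2 nM LDHA, 0.2 mM sodium pyruvate and 0.06 mM NADH at pH 7.4.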
D1 ag – activates the human D1 dopamine receptor; HEK293 T-REx D1 cells, calcium flux, agonist mode; activation, % at 2 µM; actives 1% (n = 360,000); in the data active means activation above about 30%; further: 0% is about no effect
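Tetracycline-induced HEK293 TREx D1 cells, force-coupled to calcium signalling, were dye-loaded with a no-wash calcium kit. Compound was pin-added after a 10 s baseline. Fluorescence was read kinetically at 1 cycle/s for 180 s, with calcium rises flagged as agonism.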
D1 PAM – potentiators of human D1 dopamine receptor; potentiation, % at 10 µM; actives 0.036% (n = 360,000); HEK293 TREx D1 cells, calcium flux, dopamine EC20 potentiation; P21728; in the data active means potentiation above about 30%; further: 0% is about no effect
Vif-APOBEC3F blk – blocks the Vif interaction with APOBEC3F. HeLa A3F-eYFP + Vif (tagged APOBEC3F with the HIV-1 protein that degrades it), YFP fluorescence increase. Potency, µM (series often up to 46.1 µM), for the others: at the highest dose activity, negative = active. actives 0.2% (n = 390,000). AID 602313; further: potency means the concentration at half of the fitted maximal effect; % of control where 0% means no effect; nearly all actives have a fitted effect of over 65% in size
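HeLa cells stably expressing A3F-eYFP plus Vif, plated and incubated overnight at 37 deg C, then exposed to compounds overnight at 37 deg C. Blocked degradation read as raised yellow fluorescence (Ex 488/Em 500-530).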
Vif-APOBEC3G blk – inhibitors of Vif-APOBEC3G interaction. Q9HC16. Potency, µM (titrated, usually from 46.1 µM), inactives show top-dose activity, negative = active, usual class: inhibitors. actives 0.076% (n = 410,000). HeLa A3G-eYFP + Vif (tagged APOBEC3G with the HIV-1 protein that degrades it), YFP fluorescence, overnight;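 further: potency means the concentration at half of the fitted maximal effect; on the % scale 0 is the no-effect control and ±100 the full control effect; nearly all actives have a fitted effect of over 60% in size; hits raise eYFP signal because A3G escapes Vif-driven loss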
Target sequence (Q9HC16 whole entry, looked up): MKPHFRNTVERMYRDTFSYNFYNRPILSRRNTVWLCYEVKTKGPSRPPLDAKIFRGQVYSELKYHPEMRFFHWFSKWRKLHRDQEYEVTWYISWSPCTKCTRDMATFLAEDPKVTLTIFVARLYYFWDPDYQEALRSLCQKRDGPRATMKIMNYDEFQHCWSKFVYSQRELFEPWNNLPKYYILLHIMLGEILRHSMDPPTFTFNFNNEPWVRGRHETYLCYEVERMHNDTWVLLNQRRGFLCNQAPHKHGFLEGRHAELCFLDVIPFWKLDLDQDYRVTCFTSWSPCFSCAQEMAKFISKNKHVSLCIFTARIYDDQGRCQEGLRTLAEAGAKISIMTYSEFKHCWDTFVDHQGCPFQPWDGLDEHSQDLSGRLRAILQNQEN
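Read-out is eYFP fluorescence (Ex 488/Em 500-530) from Vif-expressing HeLa A3G-eYFP cells; more signal means A3G escaped Vif-mediated degradation. Cells plated overnight, compound pinned in, incubated overnight at 37 deg C.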
Active calls of the source: *; ? = inconclusive; . = not tested or not shown; & = joins results of further samples. Unless noted, the call rests on the fitted dose curve; in most records, active means well fitted curve in the direction sought with a large enough effect; inconclusive means small, poorly fitted or top-dose-only effect, or another doubt; inactive means no such curve, though single readings can be large; an effect the other way counts as inactive or inconclusive. A portion of the library; count on the stated rates, not on these rows.

SMILES	D1 antagonist	RXFP1 ag	D2 PAM	GRP78 ERSR act	LDHA inh	D1 ag	D1 PAM	Vif-APOBEC3F blk	Vif-APOBEC3G blk
CCOC(=O)N1CCN(C(=O)N2CCOCC2)CC1	8	0.7%	-3	-1%	-8	0	2	-10%	0%
O=C(Nc1ccc(NC(=O)c2cccnc2)cc1)c1ccccc1	-5	0.5%	-4	2%	-7	5	-8	?	0%
Cc1ccc(Nc2nc3ccccc3c3nncn23)cc1C	2	6.7%	2	-2%	0	3	3	-7%	-12%
C/C(=N\NC(=O)c1cccc(S(=O)(=O)N2CCOCC2)c1)c1ccc(C#N)cc1	-18	1.2%	14	-5%	-9	3	1	-29%	0%
CN1CCN(C(=O)c2cc3ccccc3oc2=O)CC1	-6	1.6%	-18	-5%	-1	2	-4	.	1%
CCc1cccc(CC)c1NC(=S)NCCc1c(C)[nH]c2ccc(C)cc12	11	-0.9%	-4	-4%	0	-3	1	-3%	-9%
COc1cc(NC(=O)c2cc3nc(-c4ccc(C)cc4)cc(C(F)(F)F)n3n2)cc(OC)c1OC	4	-0.5%	3	-2%	6	-3	-1	4%	4%
O=C(OC(c1ccc(NS(=O)(=O)c2ccccc2)cc1)(C(F)(F)F)C(F)(F)F)c1ccccc1	9	-1.3%	-20	8%	3	4	-11	-9%	-16%
COc1ccc(C2(CCN=Cc3ccc(N(C)C)cc3)CCOC(C)(C)C2)cc1 (centres undefined)	-78*	-0.1%	-20	1%	-1	2	-2	?	0%
Cc1cc(=O)oc2ccc(OCC(=O)O)cc12	12	6.7%	8	0%	0	3	-8	-1%	1%

Structures listed so far marked active in D1 antagonist.
structure	D1 antagonist	D2 PAM	GRP78 ERSR act	LDHA inh	D1 ag	D1 PAM	Vif-APOBEC3F blk	Vif-APOBEC3G blk
COc1ccc(C2(CCN=Cc3ccc(N(C)C)cc3)CCOC(C)(C)C2)cc1 (centres undefined)	-78*	-20	1%	-1	2	-2	?	0%

More compounds follow.
SMILES	D1 antagonist	RXFP1 ag	D2 PAM	GRP78 ERSR act	LDHA inh	D1 ag	D1 PAM	Vif-APOBEC3F blk	Vif-APOBEC3G blk
C[C@@H]1COC(=O)CCC/C=C\C[C@@H](CC(=O)N(CCO)Cc2ccccc2)C(=O)N1	.	.	.	-3%	2	.	.	-5%	-2%
Cc1c(CCOC(=O)c2ccccc2)sc[n+]1CC(=O)c1ccc(Br)cc1	5	5.0%	14	-4%	-3	6	.	1%	0%
COCCN1C(=O)/C(=C2/C(=O)N(CC(=O)Nc3ccccc3Cl)c3ccccc32)SC1=S	-5	0.7%	0	-6%	-5	1	1	1%	-6%
COc1ccc(C)cc1NC(=O)c1cc(S(=O)(=O)N2CCOCC2)cn1C	-2&0	6.3%&-0.2%	4&-14	-5%&-2%	-5&-12	2&0	-3&-3	3%&11%	0%&-10%
CCCCNC(=O)N1CCN(c2ccccc2OC)CC1	0	-0.7%	-5	1%	-7	0	-5	8%	2%
O=C(C(Cl)Cl)N1CCN(Cc2ccc3c(c2)OCO3)CC1	9	3.8%	12	1%	-1	3	0	-5%	-4%
CCn1c(CCNC(=O)c2ccccc2Cl)n[nH]c1=S	4	0.3%	-6	-5%	-4	0	2	-2%	0%
CCOc1c(Cl)cc(CNC(C)(C)CC(C)(C)C)cc1OC	-21	0.5%	-12	-2%	-1	2	-16	-5%	0%
COC(=O)NCc1ccc(S(=O)(=O)N2CCOCC2)cc1	-9	-1.1%	4	-3%	-7	1	7	-1%	-1%
Cc1nc(NC(=O)c2cncc(Br)c2)ccc1Br	13	4.5%	-6	-4%	-8	2	-3	-4%	-4%

Three entries out of the list above, sorted by the value under Vif-APOBEC3G blk, ascending.
| mol | Vif-APOBEC3G blk |
| --- | --- |
| O=C(C(Cl)Cl)N1CCN(Cc2ccc3c(c2)OCO3)CC1 | -4% |
| COC(=O)NCc1ccc(S(=O)(=O)N2CCOCC2)cc1 | -1% |
| CCOC(=O)N1CCN(C(=O)N2CCOCC2)CC1 | 0% |

Continuation:
SMILES	D1 antagonist	RXFP1 ag	D2 PAM	GRP78 ERSR act	LDHA inh	D1 ag	D1 PAM	Vif-APOBEC3F blk	Vif-APOBEC3G blk
Cc1ccc(S(=O)(=O)NCC(=O)Nc2ccc3c(c2)OCO3)cc1	-11	0.1%	-18	-4%	2	2	-5	12%	3%
O=C(Nc1nc2ccccc2s1)c1ccc(OCC2CCCO2)cc1 (centres undefined)	-1	1.0%	-4	-10%	-1	3	-10	-1%	0%
COc1ccccc1N1CCN(C2CCCN(C(=O)c3ccoc3C)C2)CC1 (centres undefined)	13	2.1%	-16	-6%	-1	0	-1	5%	0%
O=C(Cn1cnc2ccccc21)N/N=C/c1cccnc1	4	0.1%	5	1%	-6	3	-8	0%	4%
Cc1nn(-c2ccccc2)c(C)c1C(=O)NCCc1ccccc1	-3	0.7%	1	4%	-9	-1	-10	3%	1%
COc1ccc(NC(=O)c2csc3c2CCCCC3)c(OC)c1	-20	0.7%	8	2%	10	2	-9	-8%	-6%
Cc1cccc(C(=O)Nc2ccc(C(=O)N/N=C/c3cccc(C)n3)cc2)c1	-20	-0.8%	.	-4%	4	3	-5	24%	-6%
Cc1cc(=O)oc2cc(Oc3ccc([N+](=O)[O-])cc3[N+](=O)[O-])ccc12	-22	-0.1%	4	-1%	-6	2	-3	-12%	2%
Cc1ccc(NC(=O)c2oc3ccccc3c2NC(=O)C2CCCCC2)cc1	11	4.0%	13	-2%	4	5	-4	-11%	-1%
Cc1cc(C)n2nc(CNS(=O)(=O)c3cccc([N+](=O)[O-])c3)nc2n1	1	2.4%	.	-3%	-6	1	-4	3%	2%

Given field by field: 2 of the compounds above.
> CCOC(=O)N1CCN(C(=O)N2CCOCC2)CC1
  D1 antagonist: 8
  RXFP1 ag: 0.7%
  D2 PAM: -3
  GRP78 ERSR act: -1%
  LDHA inh: -8
  D1 ag: 0
  D1 PAM: 2
  Vif-APOBEC3F blk: -10%
  Vif-APOBEC3G blk: 0%
> O=C(Nc1ccc(NC(=O)c2cccnc2)cc1)c1ccccc1
  D1 antagonist: -5
  RXFP1 ag: 0.5%
  D2 PAM: -4
  GRP78 ERSR act: 2%
  LDHA inh: -7
  D1 ag: 5
  D1 PAM: -8
  Vif-APOBEC3F blk: ?
  Vif-APOBEC3G blk: 0%

Other records follow:
SMILES	D1 antagonist	RXFP1 ag	D2 PAM	GRP78 ERSR act	LDHA inh	D1 ag	D1 PAM	Vif-APOBEC3F blk	Vif-APOBEC3G blk
COc1cc(/C=N/N=C2/C(=O)Nc3ccccc32)ccc1O	-6	-0.6%	2	7%	16	-3	-5	-10%	-10%
O=C(CCc1ccc(S(=O)(=O)N2CCOCC2)cc1)NCCCN1CCCC1=O	3	-0.3%	-3	0%	-8	1	-2	-2%	5%
CN(C)/C=C/C(=O)c1cccc(Oc2ncccn2)c1	-7	-0.2%	-6	-3%	0	0	-1	1%	1%
Fc1ccc(-c2cn3cc(C(F)(F)F)cc(Cl)c3n2)cc1	5	-0.2%	14	6%	-6	5	-1	-1%	-11%
COc1ccc(CSc2nnnn2-c2ccc(C(=O)O)cc2)cc1	10	3.0%	11	6%	0	4	5	-10%	-1%
CCOc1ccc(-c2cc(N3C(=O)Nc4ccccc4N3O)on2)cc1	17	-0.1%	9	-4%	-4	7	5	2%	2%
Cc1cccc(Cn2c(N(C)CCO)nc3c2c(=O)[nH]c(=O)n3C)c1	2	3.8%	6	7%	-2	-2	12	-1%	0%
CCOC(=O)c1ccc(CN(Cc2ccccc2C)S(=O)(=O)c2ccc(C(C)(C)C)cc2)cc1	2	2.4%	-19	2%	0	13	-2	4%	7%
CC(C)C(c1nnnn1Cc1cccs1)N1CCN(c2ccccc2)CC1 (centres undefined)	2	0.1%	-1	-4%	-2	0	-2	3%	2%
O=C(NCCc1c[nH]c2ccccc12)Nc1cccc2ccccc12	-4	3.9%	0	0%	-1	1	-2	-3%	6%

Continued; it opens with the 2 that closed the last part.
SMILES	D1 antagonist	RXFP1 ag	D2 PAM	GRP78 ERSR act	LDHA inh	D1 ag	D1 PAM	Vif-APOBEC3F blk	Vif-APOBEC3G blk
CC(C)C(c1nnnn1Cc1cccs1)N1CCN(c2ccccc2)CC1 (centres undefined)	2	0.1%	-1	-4%	-2	0	-2	3%	2%
O=C(NCCc1c[nH]c2ccccc12)Nc1cccc2ccccc12	-4	3.9%	0	0%	-1	1	-2	-3%	6%
O=C(NNC(=O)C1C2CCCCC21)c1coc(=O)c(Br)c1 (centres undefined)	-6	-1.8%	19	2%	2	2	0	-13%	-1%
O=C(O)CCc1ccc(-c2cccs2)o1	7	1.1%	-1	-3%	4	2	-7	10%	0%
Cc1ccc(C)c(N2CCN(c3ncccc3[N+](=O)[O-])CC2)c1	15	0.1%	7	-4%	-4	0	-1	11%	1%
Cc1oc2cc3oc(=O)c(CCC(=O)NCCc4ccccc4F)c(C)c3cc2c1C	-7	2.9%	3	1%	4	1	1	2%	10%
CCOCCOc1nc(C)cc(C)c1S(=O)(=O)c1ccccc1C	6	0.9%	14	-1%	-4	-1	0	-27%	1%
Cc1ccc(CNc2cc(C(=O)O)ccc2Cl)s1	12	-0.3%	4	-5%	0	0	2	-11%	-9%
CC(C)NC(=O)CN(C(=O)CCC(=O)Nc1nccs1)c1ccc(C(C)C)cc1	-18	1.4%	13	-3%	2	2	-4	-4%	4%
COc1ccc(Cn2nnnc2CN2CCN(c3ccc(OC)cc3)CC2)cc1	-10	-3.9%	5	1%	2	5	-3	-3%	1%
Cc1csc(SCc2ccccc2C(=O)O)n1	23	2.9%	-10	0%	-5	3	2	2%	1%
Fc1ccc(-c2ccc(Nc3cccc(F)c3)nn2)cc1	-34*	-0.6%	.	1%	-3	2	-10	-4%	-6%
CCCCOc1ccccc1C1NC(=O)NC(C)=C1C(=O)OCc1ccco1 (centres undefined)	-16	2.1%	7	-1%	-2	8	-17	-14%	2%
O=C(Oc1cccc2cccnc12)c1ccco1	5	-2.9%	-7	6%	2	-1	-1	-7%	?
COc1ccc(CCNC(=O)COC(=O)c2cnc(C)cn2)cc1	-9	-3.9%	13	-4%	-4	2	-2	-6%	0%

From PubChem
